# RmlC RmlD mix = RmlC and RmlD coupled enzyme inhibitors, primary screen, biochemical, 384-well, compound mixtures, retest; RmlC/RmlD coupled enzyme inhibition, 384-well mixture HTS; inhibition, % at 5.5 µM; 110,000 compounds, 0.39% hits; in the data active = inhibition above about 30%, passing the limit was not always enough; inconclusive = no clear call, values can overlap the other calls; also: strong numbers were not always called active
# HIV RNase H inh = HIV-1 RT RNase H inhibitors, primary screen, biochemical, fluorescence. 65,000 compounds, 1.9% hits. RT-RNase H RNA/DNA duplex cleavage. Gag-Pol polyprotein (Human immunodeficiency virus type 1 group M subtype B (isolate …. AID 565, 2006. inhibition, % at 10 µM; in the data active = inhibition above about 50%
# * marks the source's active call; other numbers are inactive results; ? = inconclusive; · = no result given.
# Values run as follows: RmlC RmlD mix	HIV RNase H inh
> CN(C)C(=O)COc1ccc2ccc(=O)oc2c1
    -8	-14
> COc1cccc(C2=CC(c3ccc(N(C)C)cc3)n3nnnc3N2)c1 (configuration not stated)
    -17	-1
> CCn1c(=O)n(CC(=O)N2CCC3(CC2)OCCO3)c(=O)c2ccccc21
    -13	-13
> COc1ccc(C(=O)OCC2CC(c3ccccc3)N(C)O2)cc1 (configuration not stated)
    -8	·
> Cc1cccc(CC(Cc2nc3ccccc3[nH]2)c2nc3ccccc3[nH]2)c1 (configuration not stated)
    -12	·
> CCCc1[nH][nH]c(=O)c1C(c1ccc(Br)cc1)C(C#N)C#N (configuration not stated)
    15	·
> CCOC(=O)CN1C(=O)C(C)(C)Oc2ccc(C(=O)Nc3ccccc3OC)cc21
    5	5
> Cn1c(=O)c2ncn(CC(=O)Nc3cc(C(F)(F)F)ccc3N3CCOCC3)c2n(C)c1=O
    -6	-1
> CS(=O)(=O)N1CCN(c2nc(-c3ccccc3)cs2)CC1
    -8	-1
> CCOC(=O)CSc1nc2ccc(NC(C)=O)cc2s1
    -23	1
> CS(=O)(=O)N(CC(=O)N1CCC(C(N)=O)CC1)C1CCCCC1
    5	1
> Cc1cc2ncn(N)c2cc1C
    -1	-2
> Cc1occc1C(=O)Nc1cccc2ccccc12
    2	-5
> Cc1ccc(/C=N/NC(=O)Cn2cnc3ccccc32)o1
    -4	·
> CCn1cc(C(=O)N2CCN(c3ccccn3)CC2)c2cc(OC)c(OC)cc2c1=O
    -7	-4

# Pulled by structure from the list above, five records:
# Values run as follows: RmlC RmlD mix	HIV RNase H inh
> Cc1cccc(CC(Cc2nc3ccccc3[nH]2)c2nc3ccccc3[nH]2)c1 (configuration not stated)
    -12	·
> CCCc1[nH][nH]c(=O)c1C(c1ccc(Br)cc1)C(C#N)C#N (configuration not stated)
    15	·
> Cc1occc1C(=O)Nc1cccc2ccccc12
    2	-5
> CCn1cc(C(=O)N2CCN(c3ccccn3)CC2)c2cc(OC)c(OC)cc2c1=O
    -7	-4
> CS(=O)(=O)N(CC(=O)N1CCC(C(N)=O)CC1)C1CCCCC1
    5	1

# By substructure, the entries above with a halogen.
# Values run as follows: RmlC RmlD mix	HIV RNase H inh
> CCCc1[nH][nH]c(=O)c1C(c1ccc(Br)cc1)C(C#N)C#N (configuration not stated)
    15	·
> Cn1c(=O)c2ncn(CC(=O)Nc3cc(C(F)(F)F)ccc3N3CCOCC3)c2n(C)c1=O
    -6	-1

# Continued.
# Values run as follows: RmlC RmlD mix	HIV RNase H inh
> COc1ccc(C(=O)N(Cc2ccco2)Cc2cc3cc(C)ccc3[nH]c2=O)cc1OC
    ·	4
> O=C(O)CS(=O)(=O)CC(=O)O
    -12	-8
> Cc1ccccc1Cn1ccc(NC(=O)c2onc(C)c2Cl)n1
    0	-8
> CCC(C)Sc1nnc(Cc2cc(=O)[nH]c(=O)[nH]2)n1-c1ccc(OC)cc1 (configuration not stated)
    1	-4
> O=C(Oc1cncc(Cl)c1)c1ccco1
    -17	·
> COc1cccc(NC(=O)CN(C)C(=O)c2ccc3ccccc3c2)c1
    6	·
> O=C(CSc1nnnn1Cc1ccccc1)NCCc1ccccc1
    16	-7
> CC/C(CC(C)(C)c1ccccc1)=N\O
    9	-21
> CC(=O)c1n[nH]nc1Nc1nc(C)cc(C)n1
    12	-6
> O=C(NC1CC1)C1=C[C@@H](C2CC2)C[C@@H](OCc2ccc(CO)cc2)O1
    -12	·
> CCOC(=O)c1ccccc1NC(=O)CSc1nnnn1C
    -17	·
> Nc1nc(-c2ccc3ccccc3c2)c(C2(O)C(=O)Nc3c(Br)cc(F)cc32)s1 (configuration not stated)
    8	·
> Cc1ccc(S(=O)(=O)NCC(=O)OCc2nnc(-c3ccccc3)o2)cc1C
    -8	·
> COc1ccc(OCCSc2ncccn2)cc1
    -18	-9
> COc1ccc(NC(=O)CN2C3CCC2CC(O)(c2cccnc2)C3)cc1OC (configuration not stated)
    1	0

# Next entries follow:
# Values run as follows: RmlC RmlD mix	HIV RNase H inh
> Cc1ccccc1OCC(=O)Nc1cccc(N(C)S(C)(=O)=O)c1
    -12	-7
> Cc1c(C)n(C)c2ccc([N+](=O)[O-])cc12
    -4	·
> CCOC(=O)Cc1csc(NC(=O)CSc2nnnn2-c2ccc(F)cc2)n1
    6	3
> O=c1c(/C=C(\O)c2ccc(F)cc2)nc2ccccc2n1-c1ccccc1
    0	·
> Cc1nnc(SCC(=O)Nc2sccc2C#N)n1Cc1ccccc1
    2	·
> CN(C)S(=O)(=O)N1CCN(C(=O)c2cccs2)CC1
    8	·
> O=C(NC1CCCc2ccccc21)c1cncc(Br)c1 (configuration not stated)
    -15	·
> COC(=O)c1cccc(N(C(=O)c2ccco2)C(C(=O)NC2CCCC2)c2ccco2)c1 (configuration not stated)
    -5	·
> Cn1c(=O)[nH]c(=O)c2c1nc(NCCCn1ccnc1)n2Cc1cccc(Br)c1
    -8	-7
> CCCn1c(SCC(=O)NCCc2ccccc2)nnc1-c1ccco1
    -4	·
> CCCCC(=O)Nc1cccc(NC(=O)c2ccccc2Br)c1
    -6	·
> CCOC(=O)C(NC(=O)CC)(Nc1cc(C)on1)C(F)(F)F (configuration not stated)
    -22	0
> CC(=O)OCC1OC(Sc2cccc3cccnc23)C(OC(C)=O)C(OC(C)=O)C1OC(C)=O (configuration not stated)
    -12	·
> CN(CC(=O)Nn1cnnc1)S(=O)(=O)c1ccc(Br)cc1
    6	·
> COc1ccc(OC)c(CN2C(=O)c3ccccc3C2C(=O)NCc2cccnc2)c1 (configuration not stated)
    19	-5

# (listing goes on)
# Values run as follows: RmlC RmlD mix	HIV RNase H inh
> S=c1[nH]nc(-c2ccc(Br)o2)n1Cc1ccccc1
    5	·
> NC(=O)C1(N2CCCCC2)CCN(C(=O)NC2CCCCC2)CC1
    -10	-23
> CCOC(=O)NC(NCC(O)c1ccccc1)(C(F)(F)F)C(F)(F)F (configuration not stated)
    -7	0
> Cc1ccc(C(=O)C2COC(=O)C2)cc1 (configuration not stated)
    -12	1
> CCOCCCn1c(SCC(=O)NCc2ccco2)nc2c(sc3ccccc32)c1=O
    -9	·
> Nc1cc(-c2ccccc2)ccc1O
    -4	-4
> O=C(NCc1cccs1)c1csc2ccccc12
    -9	8
> CCOC(=O)c1ccccc1NC(=O)CSc1ncc(C(=O)OCC)c(N)n1
    7	-7
> COCCn1nnnc1C(c1ccc(Cl)cc1)N1CCSCC1 (configuration not stated)
    10	-6
> CCOc1ccc(NC(=O)c2ccccc2OCC(=O)c2ccc(C)cc2)cc1
    ?	·
> O=c1cc(-c2ccc(Cl)cc2)[nH][nH]1
    -8	-14
> O=C(CC1N=C2c3ccccc3N=C(SCc3ccccc3Cl)N2C1=O)NCc1ccco1 (configuration not stated)
    12	1
> Cc1nc2sc(C(c3ccccc3)N3CCC(O)CC3)c(O)n2n1 (configuration not stated)
    -8	-23
> CCn1cnc2cc(NCc3ccncc3)ccc21
    -14	4
> NC(=O)CCn1c(=O)oc2ccccc21
    8	-3

# (further entries)
# Values run as follows: RmlC RmlD mix	HIV RNase H inh
> NC(=O)CSc1nnc(Cn2c(=O)sc3ccccc32)n1CCc1ccccc1
    -10	-32
> O=C(O)CCC(=O)OCC1CCCCC1
    -24	·
> CC(=O)Nc1ncc2c(n1)CC(c1ccco1)CC2=O (configuration not stated)
    6	·
> NC(=O)C1CCN(c2nc(C3CC3)nc3c2nnn3Cc2ccccc2)CC1
    8	-18
> CON1C(=O)C(=O)N(OC)C(C)(C)C1C (configuration not stated)
    -11	·
> CC1=C(C(=O)N2CCN(c3cc(C)ccc3C)CC2)C2(CCC(C)CC2)OC1=O (configuration not stated)
    2	·
> C=C[C@]1(C)C[C@H]1[C@H](NP(=O)(c1ccccc1)c1ccccc1)c1ccccc1
    6	·
> CC(C)n1nnnc1SCC(=O)c1ccc2c(c1)OCCO2
    7	·
> CCn1c(=O)c(=O)[nH]c2cc(C(=O)NC3CCCc4ccccc43)ccc21 (configuration not stated)
    5	-1
> CCC(=O)c1cc(F)c(N2CCN(C(=O)Cc3ccccc3)CC2)cc1C
    20	-18
> Cc1nn(C)c(Oc2cccc(Cl)c2)c1C(=O)Nc1ccc(F)cc1
    7	·
> CCN(C#N)c1nc(N(C)C)nc(N(C)C)n1
    -13	-20
> CCOc1ccccc1NC(=O)c1cccc(NC(=O)CC(c2ccccc2)c2ccccc2)c1
    -3	·
> Cc1ccc(N/C=C(\C#N)c2ccc(OCCCF)cc2)cc1
    -7	·
> Cc1cccc(C)c1OCC(=O)N/N=C/c1cc2c(cc1[N+](=O)[O-])OCO2
    -15	·

# Next structures follow.
# Values run as follows: RmlC RmlD mix	HIV RNase H inh
> Cc1cccc(N2CCN(C(=O)c3ccc(NS(=O)(=O)c4c(C)noc4C)cc3)CC2)c1C
    14	-7
> CCCC1=NN2C(=N)/C(=C\c3ccc(SCc4ccco4)o3)C(=O)N=C2S1
    0	·
> CCS(=O)(=O)N1CCCC(C(=O)NCCCN(C)Cc2ccccc2)C1 (configuration not stated)
    10	-38
> O=C(Oc1ccc2cc(Br)ccc2c1)c1cccnc1
    2	·
> CCOc1ccc(N2C(=O)/C(=C/c3cccs3)N(CC(=O)OC)C2=S)cc1
    8	·
> Oc1cc2c(cc1CN1CCN(c3ccccc3)CC1)CCC2
    -21	5
> O=C(NCC1CC1)[C@@H]1C[C@H]1[C@@H](NP(=O)(c1ccccc1)c1ccccc1)c1ccccc1
    -11	·
> CC(=O)Nn1c(-c2ccccc2)cc2ccccc21
    10	-3
> CN(CC(=O)Nc1ccc(Cl)cc1)CC(=O)Nc1cc(Cl)ccc1C#N
    -17	2
> Cc1ccc2nc(N3C(=O)C(O)=C(C(=O)c4ccco4)C3c3cccs3)sc2c1 (configuration not stated)
    10	·
> CS(=O)(=O)N(CCc1ccccc1)CC(=O)N1CCN(Cc2ccccc2)CC1
    6	-6
> Cn1cc(/C=N/n2cnc3scc(-c4ccccc4)c3c2=O)c2ccccc21
    -24	5
> CCC(C)(C(=O)NC1CCCC1)N(CC1CCCO1)C(=O)c1ccc2c(c1)OCO2 (configuration not stated)
    -8	-9
> CC(=O)Nc1c(O)nc(SCC(=O)Nc2ccc(C(C)=O)cc2)[nH]c1=O
    -8	3
> CCOC(=O)C1=C(C)NC(C)=C(C(=O)OCC)C1c1cn(-c2ccccc2)nc1-c1ccco1
    23	·

# Remaining list, next part.
SMILES	RmlC RmlD mix	HIV RNase H inh
CN(c1ccccc1)c1nc(-n2ccnc2)nc(-n2ccnc2)n1	·	-22
COc1ccc(-n2c(Cn3c(=O)sc4ccccc43)nnc2SC)cc1	5	-6
C#CCNC(=O)C1=C[C@H](C)[C@@H](CCCO)[C@H](OCC)O1	4	·
COc1cc(C2C(C(=O)OC(C)C)=C(C)Nc3ncnn32)cc(OC)c1OC (configuration not stated)	-12	4
O=C(CN1CCCN(S(=O)(=O)c2ccc(Br)cc2)CC1)Nc1ccc2cn[nH]c2c1	-6	-21
CC1(OC(=O)c2ccc(Cl)nc2)C(=O)C=C2C=C(c3ccc(C#N)cc3)OC=C2C1=O (configuration not stated)	-11	·
Cc1cc(C)c(S(=O)(=O)N2CCCCC2)cc1N(C)S(=O)(=O)c1ccc(Cl)cc1	-6	·
CC(=O)/C=C1\SC(CC(=O)O)C(=O)N1c1ccccc1 (configuration not stated)	1	·
Cn1c(=O)[nH]c(=O)c2c1nc(Br)n2CC(O)c1ccccc1 (configuration not stated)	3	-5
C#CCOCCOCCOCCNc1nc(N2CCN(C(=O)C([C@@H](C)CC)n3cc(C(N)COC(=O)C(F)(F)F)nn3)CC2)nc(N2CCN(C(=O)[C@H](CCCCN)n3cc(C(N)CC(C)C)nn3)CC2)n1 (some centres not stated)	5	·
CN(C)CCOC(C1CCCCC1)C1CCCCC1	0	·
CN1C(=O)c2ccc(N(C)C)cc2C1=O	-3	-15

# More entries.
SMILES	RmlC RmlD mix	HIV RNase H inh
CCN(CC)C(=O)CN1CCC(n2c(C)nc3cc(C(F)(F)F)ccc32)CC1	4	0
C=CCOc1ccc(C2/C(=C(\O)c3c(C)[nH]c(C(=O)OC)c3C)C(=O)C(=O)N2CCN(C)C)cc1 (configuration not stated)	5	2
CCCc1nnc(SCC(=O)N2CCCC(C)C2)n1CC1CCCO1 (configuration not stated)	-3	·
COC(=O)c1cc(OC)c(OC)cc1NC(=O)CCc1ccc(C)o1	-23	-26
Cc1cccc(-n2c(SCCC(=O)O)nnc2-c2cccs2)c1C	29	-7
C=CCn1c(SCc2csc(C)n2)nc2scc(-c3ccc(C)o3)c2c1=O	8	17
COC(=O)c1sccc1-c1ccc(/C=N/OCc2c(Cl)cccc2Cl)o1	-70	·
CSCC[C@H](NC(=O)c1nn(C)c(=O)c2ccccc12)c1nc2ccccc2[nH]1	10	·
O=C(c1cc(Cl)c(=O)n(Cc2ccccc2)c1)N1CCOCC1	-1	·
c1csc(CCNc2ncnc3sc4c(c23)CCC4)c1	2	-42
CC(=O)NS(=O)(=O)c1ccc(N)cc1	7	-7
CCCNC(=O)COC(=O)CCC(=O)c1ccc(F)cc1	5	·

# (next part)
SMILES	RmlC RmlD mix	HIV RNase H inh
Nc1nc2c(ncn2COC(CO)CO)c(=O)[nH]1	-10	·
CC(C)C(=O)NC(NC(=S)NC1CCS(=O)(=O)C1)C(Cl)(Cl)Cl (configuration not stated)	-15	·
CC1CN(C(=O)COC(=O)c2cccs2)CC(C)O1 (configuration not stated)	·	-2
CN1CCCCCC1=NC1=C(C#N)CCCC1	18	-5
CCOC(=O)C1Nc2ccc(C)cc2C2C=CCC12 (configuration not stated)	5	·
O=C(C1CC1)N1CCc2cc(Br)cc(S(=O)(=O)N3CCN(c4ccccn4)CC3)c21	-17	1
CC(=O)C1=C(NC(=O)c2ccc(F)cc2)CC2C1C2(C)C (configuration not stated)	-10	·
COC(=O)c1ccc(NC(=O)CSc2nnc(Cc3cccn3C)n2-c2ccc(F)cc2)cc1	-6	-20
O=C(c1nnc(Cc2ccc(Cl)cc2)o1)N1CCOCC1	·	-9

# Source: PubChem BioAssay

# This is a subset (hit frequency here may not be typical).
